Rtt109 Vps75 = inhibitors of C. albicans Rtt109/Vps75 HAT, primary screen, biochemical, ThioGlo CoA-SH fluorescence, plate reader; Histone acetyltransferase RTT109 (Candida albicans (strain SC5314 / ATCC MYA-2876)), …; purified Rtt109/Vps75, 4 h; inhibition, % at 34.9 µM; hit rate 0.16% among 330,000;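 active means inhibition of at least 50% in every replicate; inconclusive means best replicate reaches 50% inhibition but some replicates fall short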
Target sequence (Q5AAJ8 whole entry, looked up): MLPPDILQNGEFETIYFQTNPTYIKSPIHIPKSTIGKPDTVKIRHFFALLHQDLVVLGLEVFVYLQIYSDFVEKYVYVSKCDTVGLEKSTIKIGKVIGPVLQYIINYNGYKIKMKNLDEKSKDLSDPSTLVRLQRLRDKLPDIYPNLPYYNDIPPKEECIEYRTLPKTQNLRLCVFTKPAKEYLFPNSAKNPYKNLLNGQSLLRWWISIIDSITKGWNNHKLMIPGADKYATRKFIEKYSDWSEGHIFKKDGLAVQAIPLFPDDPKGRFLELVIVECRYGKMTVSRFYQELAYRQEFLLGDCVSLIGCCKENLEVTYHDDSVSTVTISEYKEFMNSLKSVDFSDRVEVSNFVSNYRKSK
cardiac RTF act = cardiac RTF calcium sensitivity activators, primary screen, biochemical, IANBD-TnC fluorescence, EC20 calcium; activation, % at 7.2 µM; IANBD-labeled TnC RTF fluorescence at EC20 calcium; 0% EC20 calcium, 100% full calcium; Troponin I, cardiac muscle (Homo sapiens) + Troponin T, cardiac muscle (Homo sapiens) + …; hit rate 0.24% among 340,000; AID 493008, 2010;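 active means activation above the mean over all tested compounds plus 3 SD, cut at about 30% in these data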;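 further: rise in fluorescence read as greater calcium sensitivity of cardiac thin filaments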
MITF TRPM1 HTS = activators of MITF-driven TRPM1 promoter reporter, primary screen, cell-based, SK-MEL-5, luciferase, single point; SK-MEL-5 TRPM1-promoter luciferase, 24 h; % of positive control, neutral wells = 0; activation, % at 12.5 µM; hit rate 0.75% among 300,000;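 active means mean activation of at least 80% with every replicate also reaching 80%; inconclusive means mean reaches 80% but some replicate falls short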;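 further: 0% = neutral control wells and 100% = parthenolide positive control wells; values of inactives mirror those of a sister screen read the other way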
V-ATPase pH = regulators of yeast V-ATPase proton pumping, primary screen, pHLuorin cytosolic pH fluorescence | AID 504577, 2011 | S. cerevisiae | response, % at 10 µM | hit rate 0.37% among 350,000; in the data active means response mostly above about 7.3%, no sharp cut-off; inactive means mostly below about 5.4%; further: actives read high; inactives centre near 0; some compounds called inactive have numbers as strong as hits; reference of the scale not given here
CDK5 inh = inhibitors of human CDK5/p35 kinase, primary screen, biochemical, single concentration | inhibition, % at 10 µM | Recombinant CDK5/p35, ADP-Glo luminescence, 60 min | Cyclin-dependent kinase 5 (Homo sapiens) + Cyclin-dependent kinase 5 activator 1 (Homo … | hit rate 0.01% among 330,000;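 active means highest replicate inhibition of at least 50% and at least 75% of replicates reaching 50%; inconclusive means only one of the two criteria met; inactive means both criteria failed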;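 further: plate controls were DMSO neutral control for no effect and GW8510 at 10 µM for full effect; many of its hits are not listed in these tables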
dFosB act = activators of delta FosB homodimer, primary screen, biochemical, fluorescence polarization, TAMRA-CDK5 oligo, single point; Protein FosB (Mus musculus), P13346; purified delta FosB; percent of positive-control signal above neutral wells; activation, % at 25 µM; hit rate 0.99% among 340,000; AID 493131, 2011;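 active means mean activation above about 17%, with every replicate also reaching it, limit read from the data, passing the limit was not always enough; inconclusive means only one of the two conditions met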;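 further: fluorescence polarization rise as delta FosB binds a TAMRA Cdk5 AP-1 oligo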
Target sequence (P13346 whole entry, looked up): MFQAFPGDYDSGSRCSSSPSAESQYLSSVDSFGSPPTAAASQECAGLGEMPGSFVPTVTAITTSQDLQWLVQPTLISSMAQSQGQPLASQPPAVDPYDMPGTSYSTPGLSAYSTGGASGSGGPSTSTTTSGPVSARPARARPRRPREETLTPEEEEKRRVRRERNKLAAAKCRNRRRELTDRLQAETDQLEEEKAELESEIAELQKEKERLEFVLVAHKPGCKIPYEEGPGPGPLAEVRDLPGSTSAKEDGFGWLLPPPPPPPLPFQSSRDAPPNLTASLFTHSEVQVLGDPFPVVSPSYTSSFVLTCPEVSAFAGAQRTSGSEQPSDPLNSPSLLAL
CAL PDZ FP-1 = untagged CAL PDZ binding inhibitors, primary screen, biochemical, fluorescence polarization, HTS; inhibition, % at 24.9 µM; Golgi-associated PDZ and coiled-coil motif-containing protein (Homo sapiens), Q9HD26; purified CAL PDZ, TMR-peptide fluorescence polarization, 1 h; hit rate 0.92% among 300,000; AID 602252, 2012;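 active means mean inhibition of at least 30% with at least half of replicates also reaching 30%; inconclusive means no clear call, values can overlap the other calls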;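 further: 0% = DMSO neutral control and 100% = excess unlabeled competitor peptide PRC23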
CAL PDZ FP-2 = CAL PDZ peptide-binding inhibitors, primary screen, biochemical, fluorescence polarization, Cer-tagged CAL PDZ, HTS; Golgi-associated PDZ and coiled-coil motif-containing protein (Homo sapiens), Q9HD26; purified CAL PDZ, TMR-peptide fluorescence polarization, 1 h; inhibition, % at 20 µM; hit rate 0.02% among 330,000; AID 504414, 2011;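 active means highest replicate inhibition of at least 40%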;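 further: plate controls were DMSO neutral control wells for no effect and unlabeled competitor peptide control wells for full effect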
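material = purified tagged CAL PDZ domain construct (CerCALP) | compound dosing = 20 µM, one dose | times = 1 h at RT | measured by = fluorescence polarization from S- and P-plane intensities, G-factor corrected | read-out = inhibition from polarization loss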
Tat export inh = E. coli Tat export inhibitors, primary screen, MC4100, TorA-mCherry reporter, fluorescence, single point. inhibition, % at 10 µM. AID 488895, 2010. hit rate 0.036% among 340,000;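 active means mean replicate inhibition at least 50% and at least half of replicates individually reaching 50%; inconclusive means only one of the two criteria met; inactive means neither criterion met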;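 further: exported cargo escapes ClpAP degradation while cytoplasmic cargo is degraded and loses fluorescence; 0% = median of neutral control wells and 100% = median of NaSCN control wells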
Wnt act = Wnt/beta-catenin pathway activators, primary screen, cell-based, plate reader, single point | Wnt/beta-catenin reporter cell assay, activator | activation, % at 9.35 µM | hit rate 1.2% among 300,000; in the data active means activation above about 30%, passing the limit was not always enough; inconclusive means no clear call, values can overlap the other calls;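 further: 0% = neutral control wells and 100% = positive control wells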
Starred values were filed as active, the others as inactive; ? = inconclusive; · = no result given.

Rtt109 Vps75	cardiac RTF act	structure	MITF TRPM1 HTS	V-ATPase pH	CDK5 inh	dFosB act	CAL PDZ FP-1	CAL PDZ FP-2	Tat export inh	Wnt act
-7	0	Clc1ccc(-c2cc3ccccc3nc2N2CCCC2)cc1	2	4	0.2	-10	-3	-1.0	3	·
1	-7	CC(C)CSc1nnc(N)s1	9	3	·	-4	58*	-0.6	3	4
·	3	O=c1c2ccccc2nc2n1CC/C2=C\N1CCN(c2ccc([N+](=O)[O-])cc2)CC1	-11	3	1.9	-1	2	-3.3	7	-1
-2	0	CC(C)Oc1cccc(C(=O)NC(=S)Nc2ccccc2)c1	75	-3	-0.4	3	-1	-1.1	-3	14
6	-3	COc1ccc2c(C)cc(SCC(=O)NC3CCCCC3)nc2c1	-13	-3	0.2	6	·	-0.5	-8	-6
-4	1	O=C(c1nn(Cc2ccccc2)c(=O)c2ccccc12)N1CCc2ccccc2C1	-14	1	-0.1	2	-4	-0.4	4	·
4	3	CC(C)(C)c1ccc(C(=O)NCCC(=O)NC2=NCCS2)cc1	10	-2	-0.4	-13	-1	-0.3	9	7
-11	-4	CC(C)(C)c1ccc(OC(=O)c2ccccc2)cc1	49	1	-0.4	5	-17	0.0	-8	1
-1	-2	CC1CC(C)CN(C(=O)CN2CCN(Cc3ccc(Cl)cc3)C2=O)C1 (stereo unspecified)	·	-1	-0.4	-15	-4	-0.3	6	-4
10	0	CCN(CC)S(=O)(=O)c1cc(C(=O)Nc2ccc(Cl)cn2)ccc1C	105*	-7	0.7	1	·	-2.6	3	·
-4	4	CC(=O)c1sc(NC(=O)COc2ccccc2)nc1C	51	0	0.8	1	·	0.7	-11	6
0	4	COc1ccc(C(=O)c2c(N)sc3c2CCN(C)C3)cc1	10	-1	1.7	2	-2	-0.3	5	1
-10	-2	COCCc1ncc(CN2CCC(C(=O)Nc3cccc(-c4cscn4)c3)CC2)cn1	-6	-4	-0.4	-1	1	0.2	-5	1
-6	1	Cc1cc(NS(=O)(=O)c2ccc(NC(=O)CSc3nnc(-c4ccco4)n3C)cc2)nc(C)n1	-9	-3	-2.7	-4	-2	-1.0	-1	-1
1	3	COCc1c(C(=O)N/N=C(/C)c2cccs2)nnn1-c1nonc1N	4	-2	4.5	13	-2	-2.6	-3	11
0	3	CCc1ccc(OCC(=O)NCCOc2ccccc2)cc1	11	-6	3.7	2	·	-2.0	6	·
-1	2	CCCC[n+]1ccn(-c2nc3ccccc3nc2[N-]S(=O)(=O)c2ccc(Br)cc2)c1	·	-11	4.6	-5	·	0.6	10	-7
-2	-2	CCOC(=O)c1sc(NC(=O)CSc2nc3cccnc3n2C)nc1C	-2	1	0.0	-15	-5	-2.8	0	3
-12	0	Cn1c(SCc2ccccc2)nc2ccsc2c1=O	5	-5	1.4	-15	1	·	13	-2
-6	0	CCSc1nc2ccccc2n1C(=O)/C=C\c1ccc(OC)c(OC)c1	-69	0	-1.1	0	-1	-1.1	28	29
8	-7	COc1ccc(S(=O)(=O)NC(C)c2ccccc2)cc1C(=O)N1CCCCC1 (stereo unspecified)	9	-5	0.9	-10	-7	-0.6	3	-2
9	-2	Cc1cc(=O)oc2cc(NC(=O)c3cccc(S(=O)(=O)N(C)C)c3)ccc12	139*	2	0.3	9	6	-2.6	1	28
3	7	CCOc1ncccc1C(=O)OCc1ccc(C(=O)OC)o1	20	0	0.8	5	1	-0.3	6	0
19	-2	CC(C(=O)Nc1cc([N+](=O)[O-])ccc1Cl)N1CCN(c2ccc(O)cc2)CC1 (stereo unspecified)	7	4	-0.6	-7	0	-0.5	-10	·
-1	-5	CCOc1ccc(NS(=O)(=O)c2ccc3c(c2)N(C(C)=O)CCO3)cc1	-13	-1	-4.5	-5	-6	-3.7	-1	0
4	-6	O=C(NCCc1ccccc1)C1CCN(C(=O)c2ccc(F)cc2)CC1	7	-1	0.4	10	·	0.0	-1	2
55*	1	C[C@H](NC(=O)c1ccco1)C(=O)Nc1ccc(S(=O)(=O)N2CCCC2)cc1	-1	0	0.4	-8	-6	-1.3	5	-5
-3	-2	COc1ccccc1CNC(=O)C1CC(c2ccccc2F)=NO1 (stereo unspecified)	8	-1	1.1	4	-3	0.9	1	1
-21	0	CCc1nnc(NC(=O)c2cc(Cl)ccn2)s1	41	2	0.9	-25	-2	-2.5	-2	15
-8	0	Cn1cc(C(=O)c2ccc(Cl)cc2Cl)cc1C=O	1	0	1.3	-7	-4	-0.5	10	-9
?	-1	CCOC(=S)SCC(=O)Nc1nccs1	-5	-3	1.7	-2	-10	0.6	-7	0
1	-2	C=CCOC(=O)C(C#N)c1nc2ccccc2nc1N1CCN(Cc2ccc3c(c2)OCO3)CC1 (stereo unspecified)	2	4	-0.9	2	-1	0.1	-3	·
-9	10	O=C(C1CC1)N1N=C(c2ccc(F)cc2)CC1(O)C(F)(F)F (stereo unspecified)	-2	4	-2.1	-3	·	0.3	-8	-2
3	-4	O=C(Nc1cc(S(=O)(=O)N2CCOCC2)ccc1N1CCCC1)C1CC1	6	2	0.8	-7	·	0.1	2	2
20	4	Cc1ccc(S(=O)(=O)N2CCN(CC(=O)N/N=C/c3cc([N+](=O)[O-])ccc3Cl)CC2)cc1	2	-1	-1.5	-5	-6	-1.8	3	·
3	-3	COc1ccccc1NC(=O)Cc1nnc(SCC(=O)Nc2ccc(F)cc2F)n1C	4	1	1.2	-7	2	-0.8	-10	4
-3	-5	Cc1onc(-c2c(F)cccc2Cl)c1C(=O)Nc1ccc(Cl)c(S(=O)(=O)N(C)C)c1	4	7	-0.9	-3	-4	-0.4	0	-2
·	6	CCOc1ccc(N/C(=N/c2nc(C)cc(C)n2)NC(C)=O)cc1	8	-1	0.0	-3	-4	-0.9	3	3
2	-1	CCOC(=O)c1cnn(Cc2cccc(Cl)c2)c1C	2	1	-0.3	2	4	0.2	2	-1
6	5	Cn1c(/C=C/c2ccccc2)nc2ccccc21	-49	2	22	-3	7	-4.0	4	-4
-4	0	O=C(NC1CC1)c1sc2cc(Cl)ccc2c1Cl	111*	1	-2.5	-10	3	-2.1	9	14
16	-11	COc1ccccc1NC(=O)c1ccc(NC(=O)C2COc3ccccc3O2)cc1 (stereo unspecified)	9	-2	-1.9	-7	-4	-3.0	1	-4
0	1	COCCN(CC(=O)Nc1cccc(C)c1C)C(=O)c1cc2c(s1)CCC2	·	-2	0.8	-3	9	1.0	-1	-1
-3	1	Cn1cc(Br)c(C(=O)NC2C3CC4CC(C3)CC2C4)n1 (stereo unspecified)	1	1	-7.3	-6	·	-1.0	1	·
0	-7	Cc1c(C)c2ccc(O[C@@H]3O[C@H](CO)[C@H](O)[C@H](O)[C@H]3O)cc2oc1=O	6	-11	1.6	-9	-1	0.6	1	4
9	3	C[C@@H](C(=O)NCCc1ccccc1)N1C(=O)N2CCc3c([nH]c4ccccc34)[C@@]2(C)C1=O	-6	0	2.0	-9	1	0.7	8	-1
7	-2	O=C(c1ccc([N+](=O)[O-])cc1)N1CCc2ccccc21	5	-5	-1.3	0	-3	-0.2	0	7

An excerpt taken from the entries so far:
Rtt109 Vps75	cardiac RTF act	structure	MITF TRPM1 HTS	V-ATPase pH	CDK5 inh	dFosB act	CAL PDZ FP-1	CAL PDZ FP-2	Tat export inh	Wnt act
20	4	Cc1ccc(S(=O)(=O)N2CCN(CC(=O)N/N=C/c3cc([N+](=O)[O-])ccc3Cl)CC2)cc1	2	-1	-1.5	-5	-6	-1.8	3	·
3	-3	COc1ccccc1NC(=O)Cc1nnc(SCC(=O)Nc2ccc(F)cc2F)n1C	4	1	1.2	-7	2	-0.8	-10	4
-3	-5	Cc1onc(-c2c(F)cccc2Cl)c1C(=O)Nc1ccc(Cl)c(S(=O)(=O)N(C)C)c1	4	7	-0.9	-3	-4	-0.4	0	-2
·	6	CCOc1ccc(N/C(=N/c2nc(C)cc(C)n2)NC(C)=O)cc1	8	-1	0.0	-3	-4	-0.9	3	3
2	-1	CCOC(=O)c1cnn(Cc2cccc(Cl)c2)c1C	2	1	-0.3	2	4	0.2	2	-1
6	5	Cn1c(/C=C/c2ccccc2)nc2ccccc21	-49	2	22	-3	7	-4.0	4	-4
-4	0	O=C(NC1CC1)c1sc2cc(Cl)ccc2c1Cl	111*	1	-2.5	-10	3	-2.1	9	14
16	-11	COc1ccccc1NC(=O)c1ccc(NC(=O)C2COc3ccccc3O2)cc1 (stereo unspecified)	9	-2	-1.9	-7	-4	-3.0	1	-4
0	1	COCCN(CC(=O)Nc1cccc(C)c1C)C(=O)c1cc2c(s1)CCC2	·	-2	0.8	-3	9	1.0	-1	-1
-3	1	Cn1cc(Br)c(C(=O)NC2C3CC4CC(C3)CC2C4)n1 (stereo unspecified)	1	1	-7.3	-6	·	-1.0	1	·
0	-7	Cc1c(C)c2ccc(O[C@@H]3O[C@H](CO)[C@H](O)[C@H](O)[C@H]3O)cc2oc1=O	6	-11	1.6	-9	-1	0.6	1	4
9	3	C[C@@H](C(=O)NCCc1ccccc1)N1C(=O)N2CCc3c([nH]c4ccccc34)[C@@]2(C)C1=O	-6	0	2.0	-9	1	0.7	8	-1

Bioassay records: PubChem, several laboratories
